PKM2 act = activators of human pyruvate kinase M2; P14618; purified PKM2, Kinase-Glo ATP luminescence, activation; response scale: 0% is enzyme alone, no compound; Potency, µM (doses to about 57.5 µM), for the others: at the highest dose activation, most hits filed as activators; actives 0.34% (n = 260,000); AID 1631; also: potency is read from the fitted curve at half-maximal effect; nearly all actives have a fitted effect of over 55% in size
Target sequence (P14618 whole entry, looked up): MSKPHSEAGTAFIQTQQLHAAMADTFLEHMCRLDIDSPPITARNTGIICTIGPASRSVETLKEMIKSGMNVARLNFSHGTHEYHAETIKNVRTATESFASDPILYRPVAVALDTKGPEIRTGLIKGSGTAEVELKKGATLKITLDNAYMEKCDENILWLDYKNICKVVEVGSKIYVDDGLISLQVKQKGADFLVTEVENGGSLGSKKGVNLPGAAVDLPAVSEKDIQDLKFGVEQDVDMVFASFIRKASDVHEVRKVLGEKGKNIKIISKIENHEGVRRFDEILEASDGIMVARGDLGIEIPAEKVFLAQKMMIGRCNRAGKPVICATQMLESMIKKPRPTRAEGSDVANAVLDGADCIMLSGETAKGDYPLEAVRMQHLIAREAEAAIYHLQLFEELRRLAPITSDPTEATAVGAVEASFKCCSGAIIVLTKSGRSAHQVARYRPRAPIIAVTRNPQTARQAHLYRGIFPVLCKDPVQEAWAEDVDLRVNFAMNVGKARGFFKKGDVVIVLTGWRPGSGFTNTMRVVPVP
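hPK-M2, >95% pure; 0.1 mM ADP / 0.5 mM PEP final; imidazole pH7.2 buffer w/ 7 mM MgCl2, 50 mM KCl; 1 h RT; Kinase-Glo lum. Intermediate enzyme activity for dual inhibitor/activator qHTS.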
Giardia kill = kills Giardia lamblia | AID 540267 | actives 0.15% (n = 340,000) | activity change, % at 7.66 µM, hits read low | Giardia lamblia trophozoite viability; in the data active = activity change below about -80%; inconclusive = between about -30% and that limit;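 also: parasites exposed to compound for two days anaerobically before the ATP read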
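Compounds were tested on trophozoites seeded at 100 cells/well and held 48 hrs at 37 deg C anaerobically. An ATP-based luminescent kit measured the remaining live cells.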
KCNH2 WT inh = blocks the wildtype human KCNH2 potassium channel; U2OS, BacMam KCNH2, thallium flux FluxOr; hits give low values; activity change, % at 1.84 µM; actives 0.37% (n = 340,000);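 active = maximum activity change below -70%; inconclusive = maximum activity change between -70% and -50%; inactive = maximum activity change above -50%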
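U2OS cells were transduced with wild-type KCNH2 virus (2.03 x 10^8 / mL) for 4 h at room temperature, then cultured overnight at 37 C. Thallium flux was read with FluxOr dye. Rate constants were normalized to DMSO controls.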
Coupling enz = coupling enzyme interference in Giardia aldolase counter-screen; actives 0.67% (n = 290,000); AID 2472; coupling enzyme system counterscreen, AmpLite Red fluorescence; activity change, negative = inhibition, % at 58.2 µM, hits read low; in the data active = activity change below about -30%
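First, compound is pin-transferred into glyceraldehyde-3-phosphate coupling-enzyme reagent at 57.5 uM final and held 10 min at RT. Next, substrate, coupling system and AmpLite Red are added. After 20 min RT, fluorescence (525/598 nm) is read.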
B2AR arrestin = recruits beta-arrestin to the human beta2-adrenergic receptor. P07550. Potency, µM (series often up to 46.1 µM), for inactives: at the top dose activation, usual class: activators. actives 0.02% (n = 330,000). beta-arrestin recruitment to beta2AR, cell-based reporter;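 also: potency is read from the fitted curve at half-maximal effect; 0% = DMSO controls and full agonism = EC100 isoproterenol or metaproterenol; nearly all actives have a fitted effect of over 65% in size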
Target sequence (P07550 whole entry, looked up): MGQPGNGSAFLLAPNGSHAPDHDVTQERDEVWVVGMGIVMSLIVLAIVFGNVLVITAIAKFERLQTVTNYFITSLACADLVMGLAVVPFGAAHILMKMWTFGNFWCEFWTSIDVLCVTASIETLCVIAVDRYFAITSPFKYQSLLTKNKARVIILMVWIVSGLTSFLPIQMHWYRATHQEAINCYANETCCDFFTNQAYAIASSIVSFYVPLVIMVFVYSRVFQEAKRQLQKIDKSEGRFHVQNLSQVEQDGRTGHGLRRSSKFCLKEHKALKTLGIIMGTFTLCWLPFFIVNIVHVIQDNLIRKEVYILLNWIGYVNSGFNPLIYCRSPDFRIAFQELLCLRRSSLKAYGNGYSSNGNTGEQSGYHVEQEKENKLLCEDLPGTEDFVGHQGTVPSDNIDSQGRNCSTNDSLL
KCNH2 3.1 block = KCNH2 3.1 (human) potassium channel inhibition; U2OS KCNH2 3.1, thallium flux FluxOr; hits give low values; activity change, % (tested at about 1.8 µM); actives 0.95% (n = 340,000); AID 720553;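 active = maximum activity change below -70%; inconclusive = maximum activity change from -70% to -50%; inactive = maximum activity change above -50%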;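 also: thallium influx rate constant from kinetic fluorescence after stimulation buffer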
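U2OS cells transduced with KCNH2 3.1 mutant virus (1.77 x 10^8 /mL, 4 h), plated overnight at 37 C, loaded 45 min with FluxOr dye plus Red40 quencher. Thallium flux rate constant from kinetic reads after stimulation buffer, normalised to controls.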
uPA surface inh = inhibitors of cell surface uPA generation. AID 540303. actives 0.31% (n = 330,000). cell surface uPA generation assay, qHTS. Potency, µM (doses to about 38.3 µM), inactives show at the highest dose activity change, negative = inhibition, actives largely listed as inhibitors; active = well fitted inhibition curve with a large enough effect; inconclusive = small, poorly fitted or top-dose-only effect; inactive = no such curve, though single readings can be large or run the other way; tested in mouse RAW 264.7 cells; also: potency is read from the fitted curve at half-maximal effect; nearly all actives have a fitted effect of over 55% in size
Chronic BCR inh = inhibitors of chronic active B-cell receptor signaling. ABC-DLBCL IkBa-CBG/CBR reporter, luminescence ratio, 4 h. Potency, µM (highest dose often 46.1 µM), without a hit: at the highest dose ratio change, negative = lower green/red ratio, hits mostly inhibitors. actives 0.05% (n = 340,000); active = well fitted inhibition curve with a large enough effect in the signal ratio, with a control signal flat, not every such curve was filed as active; inconclusive = small, poorly fitted or top-dose-only effect, or effect the other way, or a change in a side signal; the % refers to the signal ratio;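 also: potency is read from the fitted curve at half-maximal effect; plate controls were basal doxycycline-induced cells for no effect and cells given 10 µM MG132 for full effect; MG132 reads +100%, hits lower the ratio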
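Compounds up to 46 uM were incubated four hours with TMD8 cells whose green CBG68 luciferase is fused to IkappaBalpha; red CBR luminescence normalised the signal, and concentration-effect curves were fitted to fusion, red and ratio data.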
Eya2 phos inh = inhibitors of human Eya2 phosphatase activity; recombinant Eya2, OMFP fluorescence dephosphorylation (OMFP is methylfluorescein phosphate); Potency, µM (doses to about 76.9 µM), for inactives: at the top dose activity, negative = inhibition, hits mostly inhibitors; O00167; AID 488837; actives 0.006% (n = 330,000); also: potency is read from the fitted curve at half-maximal effect
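Eya2 (0.2 uM) preincubated 10 min at ambient with compound, then OMFP substrate added at 50 uM; 10 min reaction in 50 mM HEPES pH 7.5, 50 mM NaCl, 5 uM MgCl2, 0.05% BSA, 1 mM DTT. Fluorescence read at Ex 485/Em 525 nm.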
GALK inhibitor = blocks human galactokinase activity. P51570. Purified GALK, Kinase-Glo residual ATP luminescence. Potency, µM (series often up to 57.5 µM), for inactives: top-dose activity change, negative = inhibition, actives largely listed as inhibitors. actives 0.007% (n = 270,000); also: potency is read from the fitted curve at half-maximal effect
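5 nM enzyme, 35 uM ATP, 100 uM galactose, 20 mM HEPES pH8.0, 5 mM MgCl2; 1 h RT; residual ATP by Kinase-Glo Plus luminescence, qHTS format.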
USP2a inh = inhibitors of human ubiquitin-specific protease USP2a | USP2 core, Ub-CHOP2 coupled fluorogenic reporter, 485/531 | Potency, µM (titrated, usually from 38.3 µM), for inactives: top-dose activity change, negative = inhibition, actives largely listed as inhibitors | actives 0.01% (n = 330,000);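 also: potency is read from the fitted curve at half-maximal effect; plate controls were DMSO wells for no effect and full inhibition by NEM control for full effect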
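USP2 core (10nM final) preincubated 30min RT with compound in 20mM Tris-HCl pH 8.0, 2mM CaCl2, 2mM beta-mercaptoethanol, 0.05% CHAPS; 25nM Ub-CHOP2 plus 25nM reporter substrate added, fluorescence (Ex485/Em531) read after 60min.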
Numbers without * were called inactive; ? = inconclusive; / = no result given. Unless noted, calls follow the shape of the dose curve; as a rule, active = well fitted curve in the direction sought with a large enough effect; inconclusive = small, poorly fitted or top-dose-only effect, or another doubt; inactive = no such curve, though single readings can be large; an effect the other way counts as inactive or inconclusive. Unless noted, % is scaled to controls: 0 for no effect and ±100 for the full control effect.

canonical_smiles	PKM2 act	Giardia kill	KCNH2 WT inh	Coupling enz	B2AR arrestin	KCNH2 3.1 block	uPA surface inh	Chronic BCR inh	Eya2 phos inh	GALK inhibitor	USP2a inh
Cn1cnnc1-c1cccc(NS(=O)(=O)c2ccc(N3CCCC3=O)cc2)c1	4%	-5	-20	1	-0.1%	-3	1%	2%	-10%	-4%	-2%
COc1ccc(CN2CCSCC2)c(OC)c1C	1%	?	-4	1	-0.9%	2	0%	?	-1%	-6%	1%
CCc1ccc(/C=N/NC(=O)c2cc(-c3ccccc3OC)nc3ccccc23)s1	4%	2	1	-7	0.2%	5	-7%	?	-25%	0%	0%
Cc1cc(/C(N)=N/OC(=O)Nc2cccc(C(F)(F)F)c2)no1	11%	0	0	2	-0.8%	7	0%	1%	8%	-3%	-1%
CCOC(=O)N1CCN(C(=O)CNC(=O)Cc2ccc(Cl)cc2)CC1	4%	-5	4	5	0.1%	-1	-2%	1%	9%	-1%	-2%
COc1ccc(C(C#N)Nc2ccccc2C)cc1 (configuration not stated)	1%	14	6	1	-0.4%	4	1%	-3%	16%	3%	0%
Cc1cccc(C(=O)OCC(=O)NC(=O)NCc2ccccc2)c1	/	30	3	/	0.0%	23	4%	-2%	3%	/	0%
COC(=O)c1ccc(CN2CCN(CC(C)C)C(CCO)C2)cc1 (configuration not stated)	-11%	-5	0	0	0.4%	-8	13%	-5%	9%	6%	1%
O=C(CN(Cc1ccccc1)S(=O)(=O)c1ccc2c(c1)OCCO2)N/N=C/c1cccc(Br)c1	-3%	-3	-2	-11	-0.5%	-14	1%	2%	6%	0%	-1%
CCOC(=O)CCn1c(=S)n(CCC(=O)OCC)c2ccccc21	1%	12	4	7	-0.1%	-1	-5%	?	7%	0%	-3%
O=C(OCc1nc2ccccc2s1)c1ccco1	-4%	-6	-15	0	0.1%	7	0%	?	9%	4%	1%
N#CCCSc1ccccc1NC(=O)c1ccc(S(=O)(=O)N2CCCC2)cc1	20µM*	/	/	3	0.2%	/	/	1%	-4%	-1%	5%
CC1Cc2ccccc2N1C(=O)CSc1nnc(-c2ccccc2)c(-c2ccccc2)n1 (configuration not stated)	-1%	-13	-5	0	0.4%	-2	-3%	?	-21%	3%	0%
O=C(CSc1ncn[nH]1)Nc1nsc(-c2ccccc2)n1	-3%	8	1	0	-0.3%	-18	0%	?	0%	-3%	1%
CCOC(=O)c1cccc(NC(=O)C2CCCN(S(=O)(=O)c3c(C)n[nH]c3C)C2)c1 (configuration not stated)	-1%	29	1	4	0.0%	1	2%	-2%	-7%	0%	-3%
Cc1ccc(-c2nnc(N3CCN(C(=O)c4cccs4)CC3)c3ccccc23)cc1	1%	13	0	3	-0.3%	-9	8%	0%	8%	-2%	2%
COc1ccccc1CN1C(=O)c2ccccc2C1C(=O)NC1CCC(C)CC1 (configuration not stated)	1%	-6	-1	1	-0.2%	23	1%	-1%	-1%	1%	2%
COc1ccc(C(=O)/C=C/c2ccsc2)cc1CSCC(=O)O	2%	9	-23	/	-0.4%	17	-5%	?	-4%	1%	-1%
COc1ccc(C2(C(=O)N3CCOCC3)CCOCC2)cc1OC	-5%	-8	-11	0	-0.7%	1	3%	3%	0%	3%	-1%
CC(C)c1nnc(NC(=O)c2ccc(N3C(=O)CCC3=O)cc2)s1	-4%	-4	4	-2	-0.8%	2	-5%	1%	1%	0%	4%
CCCN1CCN(c2nc(-c3cccs3)nc3ccccc23)CC1	13%	-10	16	4	1.4%	-22	1%	0%	6%	0%	-5%
Cn1c(NC(=O)c2cccnc2)nc2ccccc21	0%	1	-6	-4	-0.2%	12	-3%	-12%	13%	2%	-1%
Cc1ccc(C(=O)COc2nc(C)cc(C)c2C#N)cc1	0%	-7	12	1	0.3%	3	/	?	7%	0%	5%
COc1cccc(C2CC(c3ccccc3Cl)n3nnnc3N2)c1 (configuration not stated)	-4%	28	1	3	0.6%	20	-15%	?	-16%	0%	0%
CC(=O)Nc1cccc(NC(=O)c2ccc3c(c2)CCN3S(=O)(=O)c2ccccc2)c1	-4%	10	-5	-2	-0.6%	19	-5%	?	-8%	0%	3%
CCOC(=O)C1=C(C)N=c2s/c(=C\c3cccc(OCC(=O)O)c3)c(=O)n2C1c1ccccc1OC (configuration not stated)	/	-6	3	11	-0.6%	-26	7%	3%	4%	/	2%
Cc1ccc(NC(=O)CSc2nnc(C)n2-c2ccccc2)cc1	0%	-13	-1	0	-0.4%	1	5%	25%	-1%	-4%	2%
COc1ccc(OCCCC(=O)Nc2ccc(S(=O)(=O)N3CCOCC3)cc2)cc1	/	-6	-17	/	0.1%	-3	-23%	1%	-2%	/	2%
Cc1ccc(NC(=O)Nc2nc3ccc(S(C)(=O)=O)cc3s2)cc1	/	4	12	/	-0.3%	-3	0%	-3%	25%	/	1%
COC(=O)c1sccc1NC(=O)Nc1cccc([N+](=O)[O-])c1	-6%	15	-15	-4	0.5%	8	1%	0%	-1%	3%	2%
Cc1ccc([N+](=O)[O-])cc1S(=O)(=O)N(C(=O)c1ccncc1)c1ccc2oc3c(c2c1)CCCC3	-16%	23	-27	0	-0.8%	-9	4%	10%	-1%	1%	-10%
O=C(CCC(=O)c1ccc(F)cc1)Nc1cccc(S(=O)(=O)Nc2cccc(Cl)c2)c1	-19%	6	1	-2	5.9%	6	-2%	?	4%	2%	-12%

Taken from the results shown, 7 compounds:
canonical_smiles	PKM2 act	Giardia kill	KCNH2 WT inh	Coupling enz	B2AR arrestin	KCNH2 3.1 block	uPA surface inh	Chronic BCR inh	Eya2 phos inh	GALK inhibitor	USP2a inh
Cn1cnnc1-c1cccc(NS(=O)(=O)c2ccc(N3CCCC3=O)cc2)c1	4%	-5	-20	1	-0.1%	-3	1%	2%	-10%	-4%	-2%
COc1ccc(CN2CCSCC2)c(OC)c1C	1%	?	-4	1	-0.9%	2	0%	?	-1%	-6%	1%
CCc1ccc(/C=N/NC(=O)c2cc(-c3ccccc3OC)nc3ccccc23)s1	4%	2	1	-7	0.2%	5	-7%	?	-25%	0%	0%
Cc1cc(/C(N)=N/OC(=O)Nc2cccc(C(F)(F)F)c2)no1	11%	0	0	2	-0.8%	7	0%	1%	8%	-3%	-1%
CCOC(=O)N1CCN(C(=O)CNC(=O)Cc2ccc(Cl)cc2)CC1	4%	-5	4	5	0.1%	-1	-2%	1%	9%	-1%	-2%
COc1ccc(C(C#N)Nc2ccccc2C)cc1 (configuration not stated)	1%	14	6	1	-0.4%	4	1%	-3%	16%	3%	0%
Cc1cccc(C(=O)OCC(=O)NC(=O)NCc2ccccc2)c1	/	30	3	/	0.0%	23	4%	-2%	3%	/	0%

Screens from PubChem BioAssay.
